High-throughput results: PubChem BioAssay, several laboratories
LANA DNA inh: inhibitors of KSHV C-LANA binding to DNA, primary screen, biochemical, fluorescence polarization, FAM-LBS DNA, MBP-C-LANA, single point; actives 0.078% (n = 340,000); Kaposi's sarcoma herpesvirus LANA C-terminal domain (residues 932-1162) DNA binding; inhibition, % at 9 µM;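 active = highest replicate inhibition at or above 60% at 9 µM, even if other replicates fall short; inactive = all replicates below 60% inhibition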;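 also: 0% = neutral control wells and 100% = 4 µM acridine orange control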
MOR-DOR ag: agonists of OPRM1-OPRD1 heterodimerization, primary screen, cell-based, luminescence | activation, % at 9.3 µM | cells | actives 0.3% (n = 340,000); in the data active = activation above about 18%;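 also: 0% = vehicle-treated cells and 100% = reference agonist; values of inactives mirror those of a sister screen read the other way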
V-ATPase pHluor: regulators of yeast V-ATPase proton pumping, primary screen, pHLuorin cytosolic pH fluorescence; actives 0.37% (n = 350,000); S. cerevisiae; response, % at 10 µM; in the data active = response mostly above about 7.3%, no sharp cut-off; inactive = mostly below about 5.4%; also: actives read high; inactives centre near 0; some compounds called inactive have numbers as strong as hits; reference of the scale not given here
OPRM1-OPRD1 inv: inverse agonists of MOR-DOR heterodimerization, primary screen, cell-based, luminescence. AID 504357, 2011. cell-based MOR-DOR heterodimer luminescence, inverse agonism. actives 0.21% (n = 340,000). Mu-type opioid receptor (Homo sapiens) + Delta-type opioid receptor (Homo sapiens), …. inhibition, % at 9.3 µM; in the data active = inhibition above about 22%, passing the limit was not always enough;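 also: 0% = cells with DMSO and 100% = wells without cells with DMSO; values of inactives mirror those of a sister screen read the other way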
RTF Ca sens inh: cardiac RTF calcium sensitivity inhibitors, primary screen, biochemical, IANBD-TnC fluorescence, EC70 calcium; AID 493244, 2011; Troponin I, cardiac muscle (Homo sapiens) + Troponin T, cardiac muscle (Homo sapiens) + …; actives 0.12% (n = 340,000); inhibition, % at 7.15 µM; IANBD-labeled cardiac RTF, Ca2+ fluorescence;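 active = inhibition above the mean inhibition of all tested compounds plus 3 SD, cut at about 17% in these data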;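 also: assay run at fixed EC70 calcium of 1.6 mM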
cardiac RTF act: cardiac RTF calcium sensitivity activators, primary screen, biochemical, IANBD-TnC fluorescence, EC20 calcium; Troponin I, cardiac muscle (Homo sapiens) + Troponin T, cardiac muscle (Homo sapiens) + …; IANBD-labeled TnC RTF fluorescence at EC20 calcium; 0% EC20 calcium, 100% full calcium; activation, % at 7.2 µM; actives 0.24% (n = 340,000); AID 493008, 2010;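 active = activation above the mean over all tested compounds plus 3 SD, cut at about 30% in these data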;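 also: rise in fluorescence read as greater calcium sensitivity of cardiac thin filaments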
HTR5A ag ctr: HTR5A agonists in luminescence cell assay, primary screen, counter-screen for OPRM1-OPRD1 heterodimer agonist project, full-deck HTS; 5-hydroxytryptamine receptor 5A (Homo sapiens), P47898; actives 0.61% (n = 340,000); cell-based; activation, % at 9.3 µM; in the data active = activation mostly above about 9.5%, no sharp cut-off; inactive = mostly below about 7.6%;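 also: 0% = cells with vehicle only and 100% = reference agonist; strong numbers were not always called active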
Target sequence (P47898 whole entry, looked up): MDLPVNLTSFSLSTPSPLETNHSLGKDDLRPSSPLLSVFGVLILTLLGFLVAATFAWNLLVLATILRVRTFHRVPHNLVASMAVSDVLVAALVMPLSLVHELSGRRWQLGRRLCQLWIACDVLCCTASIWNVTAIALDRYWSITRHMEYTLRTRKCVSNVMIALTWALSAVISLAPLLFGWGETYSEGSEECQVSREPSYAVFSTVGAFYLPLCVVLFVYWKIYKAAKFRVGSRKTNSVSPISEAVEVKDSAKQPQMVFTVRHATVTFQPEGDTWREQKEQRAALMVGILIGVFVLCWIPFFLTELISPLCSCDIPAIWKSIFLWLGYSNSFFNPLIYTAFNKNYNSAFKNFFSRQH
CAL PDZ FP: untagged CAL PDZ binding inhibitors, primary screen, biochemical, fluorescence polarization, HTS; Golgi-associated PDZ and coiled-coil motif-containing protein (Homo sapiens), Q9HD26; actives 0.92% (n = 300,000); AID 602252, 2012; purified CAL PDZ, TMR-peptide fluorescence polarization, 1 h; inhibition, % at 24.9 µM;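 active = mean inhibition of at least 30% with at least half of replicates also reaching 30%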;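 also: 0% = DMSO neutral control and 100% = excess unlabeled competitor peptide PRC23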
HTR5A inv ctr: HTR5A inverse agonists in luminescence cell assay, primary screen, counter-screen for OPRM1-OPRD1 heterodimer inverse agonist project, full-deck HTS; inhibition, % at 9.3 µM; actives 0.083% (n = 340,000); HTR5A cell line, inverse agonism; 5-hydroxytryptamine receptor 5A (Homo sapiens), P47898; in the data active = inhibition mostly above about 23%, no sharp cut-off; inactive = mostly below about 18%;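 also: 0% = cells with DMSO and 100% = no-cell wells with DMSO; some compounds called inactive have numbers as strong as hits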
Keap1-Nrf2 PPI: Keap1-Nrf2 protein-protein interaction inhibitors, primary screen, biochemical, fluorescence polarization, single point | Kelch-like ECH-associated protein 1 (Homo sapiens), Q14145 | Keap1 Kelch-Nrf2 peptide fluorescence polarization, 1536-well | inhibition, % at 9.4 µM | actives 0.15% (n = 340,000) | AID 504523, 2011; in the data active = inhibition above about 12%;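 also: human Keap1 Kelch domain with fluorescein labeled Nrf2 9mer peptide probe; 0% = neutral control wells and 100% = peptide positive control; higher means more block of Keap1 binding to Nrf2 peptide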
Target sequence (Q14145 whole entry, looked up, the tested form may be a part): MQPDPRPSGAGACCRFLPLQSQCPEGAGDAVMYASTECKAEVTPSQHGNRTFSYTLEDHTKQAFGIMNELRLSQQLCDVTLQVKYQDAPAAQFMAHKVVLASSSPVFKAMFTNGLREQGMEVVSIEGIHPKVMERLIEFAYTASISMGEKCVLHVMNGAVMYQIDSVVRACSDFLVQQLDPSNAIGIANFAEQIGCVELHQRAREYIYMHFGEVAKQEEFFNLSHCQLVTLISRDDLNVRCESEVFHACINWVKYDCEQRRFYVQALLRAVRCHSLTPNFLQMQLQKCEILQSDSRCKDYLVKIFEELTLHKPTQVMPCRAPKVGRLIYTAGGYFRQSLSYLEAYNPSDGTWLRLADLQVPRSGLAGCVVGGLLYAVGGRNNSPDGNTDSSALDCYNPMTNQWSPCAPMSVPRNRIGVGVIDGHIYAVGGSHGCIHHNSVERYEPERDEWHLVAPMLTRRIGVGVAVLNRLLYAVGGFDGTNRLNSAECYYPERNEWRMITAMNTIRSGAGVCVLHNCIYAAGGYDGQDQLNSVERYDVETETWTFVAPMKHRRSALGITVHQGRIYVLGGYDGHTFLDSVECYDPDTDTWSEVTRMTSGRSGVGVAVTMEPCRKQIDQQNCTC
An asterisk follows results filed as active; i = inactive; nt = not tested or not shown.

Values in the order – LANA DNA inh	MOR-DOR ag	V-ATPase pHluor	OPRM1-OPRD1 inv	RTF Ca sens inh	cardiac RTF act	HTR5A ag ctr	CAL PDZ FP	HTR5A inv ctr	Keap1-Nrf2 PPI
O=C(NCCc1ccccn1)c1ccc(OC2CCN(CCc3ccccc3)CC2)cc1
 : 0.3	15.1	-0.9	-78.6	8.6	-6.6	1.1	-4.1	-1.6	3.4
CCCOC(=O)c1sc2nc3c(cc2c1N)C(=O)CCC3
 : 0.5	-0.4	-3.6	2.3	-15.0	4.2	0.9	-4.4	-2.4	-3.9
Cc1cc2ncn(C(=O)c3c(-c4c(Cl)cccc4Cl)noc3C)c2cc1C
 : -1.4	-0.7	0.4	4.4	-5.6	0.2	2.9	-2.8	-2.7	1.5
O=C(CNS(=O)(=O)c1ccccc1)NCC(=O)OCc1ccc(C(=O)c2ccccc2)cc1
 : 0.0	-0.1	2.3	0.3	-3.1	-1.6	7.2	-3.7	32.3	0.5
COc1ccc(-n2ncc3c2CC(C)(C)CC3NC(=O)c2cn[nH]c2)cc1 (configuration not stated)
 : 0.4	-1.3	-2.7	8.7	-5.8	3.9	-4.0	nt	-9.2	-6.5
Cc1cccc(NC(c2ccc(O)cc2)c2ccc3ccc(C)nc3c2O)n1 (configuration not stated)
 : 0.4	-1.7	-0.4	8.4	-4.0	-1.5	1.0	-0.3	4.6	-6.4
O=C1CSC(=Nc2cccc([N+](=O)[O-])c2)N1
 : -1.2	-2.5	-0.9	11.2	-2.1	-9.2	7.2	-2.5	-25.8	-3.2
COc1ccc2c(c1OC)C(=O)N(c1ccc(C)cc1)C2=O
 : 13.0	-3.1	2.0	14.7	12.7	4.0	3.6	1.5	-9.9	-4.8
Cc1ccc(NC(=O)[C@@H](CC(C)C)NC(=O)[C@@H]2Cc3ccccc3CN2)cc1
 : 0.4	-2.7	2.7	13.9	-2.3	-6.1	2.3	4.2	3.7	0.8
O=S(=O)(c1ccccc1)N1CCN(c2ccccc2)CC1
 : -2.5	-2.7	1.9	13.5	2.4	-0.1	-3.1	-4.3	11.8	3.1
COC(=O)Cn1c(=O)c(=O)n(CC(=O)OC)c2ccccc21
 : 0.6	-1.8	1.9	9.2	4.3	2.5	0.1	nt	-0.2	3.4
N#Cc1ccccc1-c1ccccc1C(=O)N1CCCCC1
 : -1.4	-3.2	-1.4	14.8	-10.0	5.9	3.0	-5.4	-10.9	-2.9
O=c1oc2c(CN3CCOCC3)c(O)ccc2c2c1CCC2
 : -0.1	-4.6	0.4	20.8	0.0	-2.0	1.8	nt	8.6	-2.2
CC(=O)Nc1ccc(S(=O)(=O)NC(C)c2nc(-c3ccccc3)no2)cc1 (configuration not stated)
 : 0.3	-1.5	-3.5	9.4	-7.9	-8.7	-3.9	2.0	11.1	-4.4
CCCC1N2CC3([N+](=O)[O-])CN1CC([N+](=O)[O-])(C2)C3(C)C (configuration not stated)
 : 0.5	2.1	-1.4	-10.5	5.6	12.3	7.5	-1.9	5.9	-5.0
O=C(CNC(=O)c1ccc(Cl)cc1)NC(CO)c1ccccc1 (configuration not stated)
 : -1.6	-2.9	1.9	16.1	-4.3	11.4	1.8	-3.5	-6.8	0.6
C=CCNC(=O)c1scc2c1CCCC2
 : 2.5	-0.9	-1.5	5.1	-1.5	-1.5	-2.1	1.1	6.2	2.0
CCOc1ccccc1/C=C(/NC(=O)c1ccccc1)C(=O)N1CCCCC1
 : -0.5	-3.9	-1.4	19.8	-1.7	-2.4	-1.1	-3.7	2.7	0.1
Cc1c(Cc2ccccc2)c(=O)oc2c(C)c(OCC(=O)N3CCC(C(=O)O)CC3)ccc12
 : 0.5	-1.7	0.9	8.7	2.2	5.4	-1.1	-7.0	-0.4	-5.8
CC(C(=O)N1CCN(C(=O)c2ccco2)CC1)N1C(=O)NC2(CCCCC2C)C1=O (configuration not stated)
 : -2.1	-1.7	-0.6	6.7	-5.2	0.1	6.6	-0.6	-2.1	0.4
Cc1oc(C)c(S(=O)(=O)NCc2cccs2)c1C(=O)O
 : 0.1	-1.9	-0.8	10.2	0.3	3.8	-3.0	nt	-13.3	2.1
COc1ccc(N(CC(=O)Nc2ccc3c(c2)OCO3)S(=O)(=O)c2c(C)nn(C)c2C)cc1
 : -0.4	-0.7	0.4	4.0	-2.5	-0.3	3.2	-2.5	0.2	-0.4
CCc1ccc(Oc2nc([N+](=O)[O-])nn2C)cc1
 : -0.6	-0.2	-1.1	1.3	4.2	-1.4	5.4	-1.7	-14.8	-4.4
COC(C#CCCN(C)C)(c1ccccc1)c1ccccc1
 : 0.0	-0.8	-0.8	4.3	6.1	3.5	-0.8	1.5	15.1	-1.5
COc1ccccc1N1C(=S)NC2CS(=O)(=O)CC21 (configuration not stated)
 : 1.0	-0.5	-5.5	2.2	-8.1	-2.6	4.1	-1.3	-0.7	3.4
CC(C(=O)N1CCc2ccccc21)N1CCN(S(=O)(=O)c2ccc(C(F)(F)F)cc2)CC1 (configuration not stated)
 : -0.4	-1.8	1.9	7.5	5.6	-3.1	0.9	-5.7	-2.3	3.8
CSc1nsc(/C=C/Nc2ccc(F)cc2F)c1C#N
 : -0.7	5.3	-6.0	-34.8	-1.3	-5.4	1.4	5.2	-3.5	-3.8
CCOC(=O)C1CCN(CCC(=O)Nc2ccccc2Cl)CC1
 : 2.1	0.9	-3.8	-5.3	3.4	-2.8	-2.5	-3.3	6.5	4.0
Cc1ccc(-c2noc(CSc3nnc(-c4ccncc4)n3-c3ccc(C)cc3)n2)cc1
 : 0.7	0.0	2.1	0.1	-9.7	3.2	2.2	-2.6	18.5	-7.2
COc1ccc(C(CNC(=O)Cc2ccc(-c3ccccc3)cc2)N(C)C)cc1 (configuration not stated)
 : -1.9	320.2*	5.8	i	5.6	-5.4	0.8	-3.0	-2.4	4.3
CCCNC(=O)c1onc(CSc2ccc(Cl)cc2)c1C(=O)NCCOC
 : -0.1	-2.0	-0.1	11.3	7.1	-0.4	0.7	-6.0	24.8	0.8
COCCn1c(=NC(=O)/C=C/c2ccccc2Cl)sc2cc(NC(C)=O)ccc21
 : 1.2	-2.6	-12.5	13.7	-12.1	-2.7	3.0	-2.4	-11.0	1.1
NS(=O)(=O)c1ccc(CCNC(=O)NC2(C(F)(F)F)Oc3ccccc3O2)cc1
 : -0.2	0.0	0.9	0.1	7.5	-4.2	-3.1	-2.1	8.4	-2.8
COc1cc(C2Nc3ccc4ncccc4c3C3=C2C(=O)CCC3)cc(OC)c1O (configuration not stated)
 : 2.5	-2.3	0.3	10.1	-6.6	2.3	-3.8	-1.1	-23.9	5.1
OC(c1ccccn1)(c1ccccn1)c1ccccn1
 : 1.6	-1.1	1.1	5.6	-10.2	-0.5	-1.1	-2.0	2.9	-1.1
Cc1ccc(NC(=O)CCC(=O)O)cc1F
 : 0.5	-3.1	2.2	16.2	-6.0	3.7	2.3	nt	-8.6	-4.8
COC(=O)N1C(=O)[C@](c2ccccc2)(C2CCCCC2)N1C(=O)OC
 : 1.8	0.7	1.0	-3.1	-0.9	4.2	6.5	-0.6	-7.6	-43.6
O=C(Nc1ccc(-c2cn3ccccc3n2)cc1)c1cccs1
 : -0.6	-1.7	0.4	8.4	-0.5	2.9	4.2	nt	-10.7	-2.1
COc1ccc(CNC(=O)C2CCCC2)cc1
 : 0.2	-2.4	-0.2	12.9	-3.2	2.2	4.5	-9.3	5.9	3.4
Nc1c([N+](=O)[O-])c(=O)oc2ccccc12
 : -0.9	-0.3	-0.9	1.6	1.1	-2.7	-0.7	nt	11.1	-2.6
CCCC(C)NC(=O)Cc1ccccc1[N+](=O)[O-] (configuration not stated)
 : 0.6	-2.3	-1.9	14.1	0.7	-6.9	-2.8	-1.1	7.4	1.1
O=C1C=CC(=O)N1c1ccc(Nc2ccccc2)cc1
 : 0.3	1.6	5.3	-8.0	nt	nt	-2.5	-4.7	9.6	-6.5
S=C(Nc1cccc(Cl)c1)Nc1ccccc1Oc1ccccc1
 : 0.7	8.5	-1.5	-47.9	10.0	1.9	14.2	-6.7	-39.2	-1.3
O=C(c1ccc(Cl)s1)N1CCN(c2ccccc2)CC1
 : -0.9	-0.3	-1.7	1.4	-4.9	4.7	3.4	nt	-10.2	0.8
Cc1ccc(S(=O)(=O)NCC(=O)N(CCc2ccccc2)CC(=O)NCc2ccco2)cc1
 : -1.9	0.7	2.3	-3.2	-9.5	-0.1	3.0	-1.5	-7.6	-3.7
CN(C)CCCNC(=O)CCC1CCCCC1
 : -0.3	-2.7	-1.1	15.3	-0.9	-1.1	2.4	-2.5	-26.4	1.3
COc1ccc(N2C3=C(CC4=C2CC(C)(C)CC4=O)C(=O)CC(C)(C)C3)cc1
 : 1.0	0.5	0.1	-2.9	-5.7	4.5	-4.6	-4.6	10.7	-13.4
CC(C)CN(C(=O)COC(=O)c1ccc2c(c1)OCCO2)c1c(N)n(Cc2ccccc2)c(=O)[nH]c1=O
 : 0.0	-1.1	-3.0	7.0	-11.0	1.8	0.9	-2.0	2.4	-1.6
NC(=O)C1=C[C@@H](c2ccc(Br)cc2)C[C@@H](OCc2ccc(CO)cc2)O1
 : -1.3	-1.7	5.5	9.1	-9.5	-1.0	-9.0	-1.1	22.8	-6.1
CCC(C(=O)NC1CC(C)(C)NC(C)(C)C1)c1ccccc1 (configuration not stated)
 : -0.4	-1.4	-5.7	7.4	-2.9	2.7	-0.9	-3.2	2.4	-1.9

(next part)
Values in the order – LANA DNA inh	MOR-DOR ag	V-ATPase pHluor	OPRM1-OPRD1 inv	RTF Ca sens inh	cardiac RTF act	HTR5A ag ctr	CAL PDZ FP	HTR5A inv ctr	Keap1-Nrf2 PPI
Cc1cc(C)nc(NC(=O)c2cccs2)n1
 : -1.1	-2.4	1.1	11.7	-5.1	0.8	3.7	-1.2	-11.1	-2.1
CCN=C1S/C(=C\c2cc(Br)c(O)c(OC)c2)C(=O)N1CC
 : -2.8	3.2	-0.2	-15.1	-10.5	2.6	-3.0	3.1	10.9	-4.7
COCCn1c(=N)c(S(=O)(=O)c2ccc(F)cc2)cc2c(=O)n3cccc(C)c3nc21
 : 1.7	-3.4	0.3	18.1	3.9	-2.8	-2.1	-5.4	0.5	0.7
CN(C)C(=O)c1ccccc1NC(=O)Cc1cccc2ccccc12
 : 2.0	-2.1	3.4	10.0	-3.7	-6.6	-3.6	-1.3	13.3	-4.9
